mcGAS RapidFire: inhibitors of Mus musculus cyclic GMP-AMP synthase, initial high-throughput assay, cell-free, RapidFire MS. recombinant mouse cGAS, cGAMP by RapidFire MS. 0.18% of 130,000 active. inhibition, % at 12.5 µM. AID 1259397, 2018;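 active = inhibition of cGAS enzyme activity at or above 60%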;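 also: enzyme stimulated by 45 bp dsDNA with ATP and GTP substrates; cGAMP share of summed cGAMP plus half ATP and half GTP signals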
Target sequence (Q8C6L5 whole entry, looked up): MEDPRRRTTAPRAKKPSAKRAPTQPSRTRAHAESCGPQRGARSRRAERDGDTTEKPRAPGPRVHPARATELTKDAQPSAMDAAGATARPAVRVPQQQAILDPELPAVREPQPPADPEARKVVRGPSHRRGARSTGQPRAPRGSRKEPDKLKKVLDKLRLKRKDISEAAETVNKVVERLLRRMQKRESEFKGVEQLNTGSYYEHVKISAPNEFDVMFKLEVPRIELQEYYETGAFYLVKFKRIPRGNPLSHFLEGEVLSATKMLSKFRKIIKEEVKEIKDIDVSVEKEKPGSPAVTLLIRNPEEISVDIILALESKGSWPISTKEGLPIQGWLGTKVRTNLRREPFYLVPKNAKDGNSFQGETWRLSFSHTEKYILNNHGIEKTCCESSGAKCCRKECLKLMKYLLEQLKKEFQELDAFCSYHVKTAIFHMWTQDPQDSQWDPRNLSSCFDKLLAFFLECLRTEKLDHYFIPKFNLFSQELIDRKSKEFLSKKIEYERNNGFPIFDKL
Starred values were filed as active, the others as inactive; & = joins results of further samples. An excerpt; rates above refer to the full screens.

SMILES	mcGAS RapidFire
O=C(c1cc(Cl)sc1Cl)N1CCSCC1CCO (centres undefined)	-9
CCCn1cc(-c2ccnc(NC3CCOCC3)n2)c(C)n1	-19
Cc1cc(O)c(S(=O)(=O)c2cc(Cl)c(Cl)cc2Cl)c(=O)[nH]1	-5
CCCc1cn(CC2CCN(Cc3cc(C)nn3C)CC2)nn1	3
COc1ccc2c(c1)OC(C)(C)CC2NC(=O)CCc1cnccn1 (centres undefined)	-9
CCN(CCN1CCCC1)C(=O)c1cc(C)c(C)cc1C	-25
CC(=O)Nc1sc2c(c1C(c1ccc(Cl)cc1)N1CCOCC1)CCCC2 (centres undefined)	-7
CCC1CCCCN1C(=O)CCNC(=O)Cc1ccc(C(F)(F)F)cc1 (centres undefined)	2
O=C(c1ccc(CO)o1)N1CCc2c(ncnc2N2CCOCC2)C1	9
CC(NC(=O)NCc1ccc(C(F)(F)F)cc1)c1ccncc1 (centres undefined)	-50

The closing 3 records of the part before are carried over, then new ones follow.
SMILES	mcGAS RapidFire
CCC1CCCCN1C(=O)CCNC(=O)Cc1ccc(C(F)(F)F)cc1 (centres undefined)	2
O=C(c1ccc(CO)o1)N1CCc2c(ncnc2N2CCOCC2)C1	9
CC(NC(=O)NCc1ccc(C(F)(F)F)cc1)c1ccncc1 (centres undefined)	-50
CN(C)CC1CCN(C(=O)c2ccccc2-c2ccccc2C#N)CC1	-9
CCN(CC)C(CNS(=O)(=O)c1ccccc1)c1ccccc1Cl (centres undefined)	-14
COCCN(Cc1cnn(C)c1)C(=O)c1cn(-c2ccccc2)nn1	-51
Cc1sc2ncn(NC(=S)NCCCN(C)C)c(=O)c2c1C	5
COc1ccc(N2C(=O)CN(C(=O)Cn3cc4ccccc4n3)CC2(C)C)cc1	-10
Cn1ncc(CN2CCN(c3ncnc4ccccc34)CC2)c1C1CC1	-7
CC(=O)C(C)n1c(CN(Cc2ccccc2)Cc2ccccc2)nc2c1c(=O)n(C)c(=O)n2C (centres undefined)	4
COc1ccc(-c2nc(CN3CCN(c4ccc(C)cc4C)CC3)c(C)o2)cc1	0
Clc1cc2c(c(CSc3nnc(NCC4CCCO4)s3)c1)OCOC2 (centres undefined)	7
Cc1c(C(=O)N2CCN(C)C3(CCN(C)CC3)C2)sc2ccccc12	-6
COCCOC(=O)N1CC[C@@H](c2ccc3ccccc3c2)[C@H](O)C1	-12
COc1ccc(CNC(=O)c2cn(C)c3c(=O)n(Cc4ccccc4)c(=O)[nH]c23)cc1	-7
CC(=O)N1CCN(c2ncccc2CNC(=O)NCCc2ccccc2)CC1	3
O=S(=O)(c1ccc(Cl)cc1)c1ccccc1Cl	-9
CN(CCC(=O)Nc1ccc2c(c1)n(C)c(=O)n2C)c1ccccc1	-9
CCOC(=O)c1cc2n(n1)C(C(F)(F)F)CC(C)N2 (centres undefined)	1
O=C1SC(=Cc2cccc([N+](=O)[O-])c2)C(=O)N1CCBr	-6
CCC(CC)C(Br)C(=O)NC(N)=O (centres undefined)	-4
Cc1ccc(C)c(Cn2cnc3c(nnn3-c3cccc(Cl)c3)c2=O)c1	5
Cc1ccc(C)c(OC2CCNCC2)c1	-1
CC(O)CN(CC(C)O)C(=O)c1ccc(Nc2cc(N3CCOCC3)nc(N)n2)cc1 (centres undefined)	-7
O=S1(=O)CCC(NS(=O)(=O)c2ccc3ccccc3c2)C1 (centres undefined)	-2
COc1cccc2c1OCCCN(Cc1ncccc1C(=O)O)C2	-18
CCn1nccc1NC(=O)C1CC=CCC1 (centres undefined)	-19
Cc1nn(-c2ccc(N3CCOCC3)nn2)c2c1C(c1ccc(OCc3ccccc3)cc1)CC(=O)N2 (centres undefined)	2
CCN1C(=O)C(=Cc2c(N3CCCC3)nc3c(C)cccn3c2=O)SC1=S	-7
O=C(CCC1CCN(C(=O)C2=CCCC2)CC1)NCc1ccc(F)cc1	-4&6
CCOc1cccc(CN(Cc2cccnc2)CC2CCCN(C3CCCCC3)C2)c1O (centres undefined)	-4
CCCCC(=O)N1CCN(c2ccc(Nc3ccncc3)nn2)CC1	-6
O=C(Nc1cc([N+](=O)[O-])ccc1O)NC1CCS(=O)(=O)C1 (centres undefined)	-2

The final 7 records of the section before lead into the next.
SMILES	mcGAS RapidFire
CCn1nccc1NC(=O)C1CC=CCC1 (centres undefined)	-19
Cc1nn(-c2ccc(N3CCOCC3)nn2)c2c1C(c1ccc(OCc3ccccc3)cc1)CC(=O)N2 (centres undefined)	2
CCN1C(=O)C(=Cc2c(N3CCCC3)nc3c(C)cccn3c2=O)SC1=S	-7
O=C(CCC1CCN(C(=O)C2=CCCC2)CC1)NCc1ccc(F)cc1	-4&6
CCOc1cccc(CN(Cc2cccnc2)CC2CCCN(C3CCCCC3)C2)c1O (centres undefined)	-4
CCCCC(=O)N1CCN(c2ccc(Nc3ccncc3)nn2)CC1	-6
O=C(Nc1cc([N+](=O)[O-])ccc1O)NC1CCS(=O)(=O)C1 (centres undefined)	-2
Cc1cccc(NCC(=O)N(C)C(C)c2ccc(F)cc2)c1C(N)=O (centres undefined)	-14
Cc1ccc(/C=C/S(=O)(=O)NC2CC(=O)N(C)C2)cc1 (centres undefined)	-2
CN1CCN(Cc2nccn2CC(F)(F)F)c2ccccc21	17
Cc1cnc(C)c(N2CCN(C(=O)c3cn(C4CCCCC4)nn3)CC2)n1	-5
Cc1cccc(NC(=O)CSc2nnc(CNC(=O)c3ccc(C(C)(C)C)cc3)n2-c2ccc([N+](=O)[O-])cc2)c1	9
CCC(C)NC(=O)CNc1ccccc1I (centres undefined)	8
Cc1[nH]c2ccccc2c1N=Nc1ccc(SC(F)F)cc1	-10
CC(C)c1ccc(CC(=O)N2CCC2(C)C(=O)NS(=O)(=O)c2ccc(C(C)(C)C)cc2)cc1 (centres undefined)	-10
Cc1cc(Oc2ccnc3cc(Cl)ccc23)c(C(C)C)cc1Cl	-6
COc1ccc(OC)c(NC(=O)CC(=O)N2C[C@H]3CC[C@H]2C3)c1	-19
Cc1c(-c2ccccc2)[nH]c2c(CNC(=O)CC3CCC(=O)N3)cc(Cl)cc12 (centres undefined)	5
O=C(NCC1CCCN(C2CCCCC2)C1)C1(c2ccc(Cl)cc2)CC1 (centres undefined)	1
COc1cccc(-c2cc(Cn3cc4ncccc4c3O)no2)c1	-11
COc1ccc(C)nc1NC(=O)CCc1ccsc1	-2
Cc1nc2ccccn2c(=O)c1NC(=O)c1ccccc1F	-8
c1nc(NC2CCCCC2)c2c3c(sc2n1)CCCC3	40
CCN(C(=O)c1occc1C)C(Cc1ccc(F)cc1)C(C)C (centres undefined)	-5
CC(C)C(=O)NNS(=O)(=O)c1cc(F)cc(F)c1	-6
COc1ccc(COC(=O)C2=C(C)NC(=O)NC2c2ccccc2OC)cc1 (centres undefined)	-15
Cc1cc(C)n2nc(SCc3cc(=O)oc4cc5c(cc34)CCC5)nc2n1	18

3 of the entries above in order of the mcGAS RapidFire value, rising:
SMILES	mcGAS RapidFire
COc1ccc(OC)c(NC(=O)CC(=O)N2C[C@H]3CC[C@H]2C3)c1	-19
O=C(c1cc(Cl)sc1Cl)N1CCSCC1CCO (centres undefined)	-9
CCCCC(=O)N1CCN(c2ccc(Nc3ccncc3)nn2)CC1	-6

Going on with the list.
SMILES	mcGAS RapidFire
CCC(=O)Nc1c(Cl)cc(S(N)(=O)=O)cc1Cl	-2
O=C(NC1CCCN(C(=O)C2CC2)C1)c1ccc(Cl)cn1 (centres undefined)	-5
COc1ccc(N2CCn3c2nc2c3c(=O)n(CCC(C)C)c(=O)n2C)cc1	-9
CC(C)c1noc(C(C)NC(=O)c2cc3ccccc3n2C)n1 (centres undefined)	-7
CCOc1ccccc1CCNC(=O)c1cc2n(n1)CCN(C)C2	-14
CC1CNC(=O)CCN1Cc1cn[nH]c1-c1ccc(F)cc1 (centres undefined)	-14
CCc1noc(C)c1C(=O)OCC(=O)NC(=O)NC1CCCC1	-14
CCOC(=O)C(C)CNC(=O)c1nccn1C (centres undefined)	0
CC(=O)N1CCC[C@H]1C(=O)N1CCC(c2ccccc2)CC1	-1
CC(NC(=O)CS(=O)C/C=C/c1ccccc1)c1ccc(F)cc1F (centres undefined)	-5
CCN(CCN1CCOCC1)Cc1cccc2c1OCO2	-12
O=C(Cn1cc(C(F)(F)F)cc(Cl)c1=O)C12CC3CC(CC(C3)C1)C2	6
CCC(=O)NC(=S)Nc1ccc(C(=O)NC(C)(C)C)cc1	-6
CCOc1ccc(OCC)c(NS(=O)(=O)c2cnc[nH]2)c1	-8
Cc1ccccc1-n1nnnc1SC(C)C(=O)NC(=O)NCC(C)C (centres undefined)	1
CC1=[N+](C)c2ccc(N)cc2C1(C)C	3
FCOC(C(F)(F)F)C(F)(F)F	-3
C=CCN(C(=O)c1cc(C)c(C)s1)C(C)C	-3
CN(CC(=O)Nc1ccc(Cl)cc1)C(=O)CSC1=NCCS1	-6
Cc1ccc(CNc2ccc(C(=O)O)c(Cl)c2)s1	-4

Reprinted from the part before: three entries; new compounds follow.
SMILES	mcGAS RapidFire
C=CCN(C(=O)c1cc(C)c(C)s1)C(C)C	-3
CN(CC(=O)Nc1ccc(Cl)cc1)C(=O)CSC1=NCCS1	-6
Cc1ccc(CNc2ccc(C(=O)O)c(Cl)c2)s1	-4
O=C(C=c1[nH]c(=O)c(=Cc2ccccc2)s1)c1cccc(Cl)c1	-3
COc1ccccc1CN1C[C@@H](C(=O)O)C[C@@H](C(=O)NCc2cccnc2)C1	-11
CC1NC(=S)N2C(C)NC(=S)N12 (centres undefined)	-2
Cc1cc(C)n(Cc2ccc(C(=O)NCCc3ccccn3)cc2)n1	12
CCC(c1ccc(F)cc1)S(=O)(=O)Cc1nnc(C)o1 (centres undefined)	-7
CCOC(=O)N1CCC(NC(=O)c2csc(Nc3ccc(OC(F)F)cc3)n2)CC1	-5
Cc1cc(C)nc(-n2nc(C)c3c2CC(c2cccs2)CC3=O)n1 (centres undefined)	-15
Cc1nc2ccc(Cl)cn2c(=O)c1NC(=O)c1ccc(Br)o1	-7
Cc1ccc(-n2c(C)nn(CN3CCN(c4cccc(C)c4)CC3)c2=S)cc1	-5
Oc1cccc(CCC2CCCCN2Cc2nc(-c3ccccc3)no2)c1 (centres undefined)	-5
O=S(=O)(NCc1ccccc1)NCc1csc(N2CCCC2)n1	1
COc1c(C)cc(C(=O)C2CCCN(Cc3c(C)nc4sccn34)C2)cc1C (centres undefined)	-9
Cc1[nH]ncc1CNC(COc1ccccc1)c1ccccc1 (centres undefined)	-4
CNC(=O)Cc1ccc(-c2ccc(F)c(CO)c2)cc1	-14
O=C(NCCc1cccc(Cl)c1)c1ccc[nH]c1=O	-11
CC1=NN(c2ccc(C(=O)Nc3nc(C4CC4)cs3)cc2)CC1	-3
CNc1ccccc1C(=O)NCC1CCN(Cc2cccnc2)C1 (centres undefined)	-6
COc1ccnc(CN2CCCC(C(=O)c3cc(C)c(OC)c(C)c3)C2)c1OC (centres undefined)	-32
O=C(Cn1cc(C(F)(F)F)ccc1=O)N1C[C@@H]2[C@@H]3CC[C@@H](C3)[C@@H]2C1	-44
COc1ccc(Cl)c2sc(N(Cc3cccnc3)C(=O)c3c(F)cccc3F)nc12	-10
Cc1ccccc1-c1cn[nH]c1C1CCN(C(=O)c2c[nH]c(=O)[nH]2)CC1	-13
NC(=O)N/N=C\c1ccc([N+](=O)[O-])o1	1&1&2
N=C1c2ccccc2CN1c1ccc(N2Cc3ccccc3C2=N)c(Cl)c1	0
O=S(=O)(c1ccc(NC2C3CCCC2CN(C2CC2)C3)cc1)C(F)F (centres undefined)	-4
Cc1cc(C)c2c(n1)OC(N1CCOCC1)(C(F)(F)F)CC2=O (centres undefined)	4
Cc1cnc(C(=O)N2CCC3(CCCN(Cc4ccccc4F)C3=O)C2)[nH]1 (centres undefined)	-2
Cc1c(Cl)c(=O)oc2cc(O)ccc12	44
CO[C@H]1CN(Cc2cccc3c(C)c(C)[nH]c23)CC[C@H]1N	-11
CC(NC(=O)NCC1CCCC1)C(C)n1cncn1 (centres undefined)	-9
Nc1ccnc(CNS(=O)(=O)Cc2cccc(C(F)(F)F)c2)n1	4
COc1ccc(C(=O)Nc2c(C)nc3ccccn3c2=O)cc1	-11
CC1ON=C(c2cccc(Cl)c2)N(Cc2ccccc2)C1=O (centres undefined)	9
FC(F)OC(Cl)C(F)(F)F (centres undefined)	1
CCOC(=O)c1c(NC(=O)c2ccc(OCC(C)C)cc2)sc(C(N)=O)c1C	-11
NC(=O)c1cc(NC(=O)N2CCCCCC2c2ccco2)ccc1F (centres undefined)	-6
Cc1c(C)n2c3c(=O)n(CCN4CCOCC4)c(=O)n(C)c3nc2n1C(C)c1ccccc1 (centres undefined)	-4
COC(=O)c1ccn(Cc2nc(-c3cccc(Cl)c3)oc2C)n1	-6
COc1cccc(NC(=O)CCC2CCN(C(=O)c3cc4ccccc4cn3)CC2)c1	4
O=c1c2cnc3nc4ccccc4n3c2ccn1-c1ccc(Cl)c(C(F)(F)F)c1	0
CN1CCc2[nH]c3ccc(Br)cc3c2C1	11
C=CCn1c(C)cc(C(=O)CSc2nnc(C3CC3)n2C2CC2)c1C	-2
CCCNCC(=O)Nc1cc(-c2ccccc2)nn1-c1ccc(OC)cc1	-13
c1ccc(-c2noc(CN3CCCN(c4ncccn4)CC3)n2)nc1	-9&-1
CON=C1C(=O)Nc2ccc([N+](=O)[O-])cc21	-17
O=C(c1ccco1)N1CCOc2c(O)cc(-c3nc4ccccc4s3)cc2C1	-14
CCOc1ncccc1CNC(=O)Cc1ccc2c(c1)CCCC2	-7
COCC(=O)Nn1ccc2c(cnc3ncnn32)c1=O	-2
O=C(NCc1ccc(Cl)s1)NC1CC1c1ccccc1 (centres undefined)	-3
COc1cc(Cl)c(C(=O)N2CCOC(COc3cccc(C(F)(F)F)c3)C2)cc1OC (centres undefined)	-5
Cc1ccc(-c2nnc(SCC(=O)c3ccc4c(c3)OCO4)n2C)cc1	-4
Following part
SMILES	mcGAS RapidFire
CCC(C)CN(C)C(=O)NCc1ccc(OC)c(NC(C)=O)c1 (centres undefined)	-9
COc1ccc(CNC(=O)CCC2CCCN(C(=O)CC3=CCCCC3)C2)c(OC)c1 (centres undefined)	-10
COc1ccc(C2NCCc3c2[nH]c2ccccc32)cc1CSc1nnc(-c2ccccc2)o1 (centres undefined)	0
Cc1ccc(-n2nc(C)cc2NC(=O)C2CCN(C(=O)C3CC3)CC2)cc1	-14
CCNC(=O)[C@@H]1C[C@@H](N)CN1C(=O)c1cccc(-c2cn[nH]c2)c1	-10
